# Screening results (PubChem)
# BioA inh: BioA (M. tuberculosis) enzyme inhibition | purified M. tuberculosis BioA enzyme, plate reader | inhibition, % at 9.99 µM | hit rate 0.096% among 360,000; in the data active means inhibition above about 40%
# The depositor's hits bear a star. Only part of the results is shown; rates above refer to the full screens.
# The opening two records (preview)
SMILES,BioA inh
COc1ccc(NC(=O)N(C)C[C@H]2OCCCC[C@H](C)Oc3ccc(NS(=O)(=O)c4ccc(OC)cc4)cc3C(=O)N([C@H](C)CO)C[C@@H]2C)cc1,0.7
CCS(=O)(=O)Nc1ccc2c(c1)C(=O)N(C)C[C@H](OC)[C@H](C)CN(CC1CCCCC1)[C@H](C)CO2,0.7

# The whole of this part, previewed entries included:
SMILES,BioA inh
COc1ccc(NC(=O)N(C)C[C@H]2OCCCC[C@H](C)Oc3ccc(NS(=O)(=O)c4ccc(OC)cc4)cc3C(=O)N([C@H](C)CO)C[C@@H]2C)cc1,0.7
CCS(=O)(=O)Nc1ccc2c(c1)C(=O)N(C)C[C@H](OC)[C@H](C)CN(CC1CCCCC1)[C@H](C)CO2,0.7
O=C(C[C@H]1C=C[C@@H](NC(=O)Nc2cc(F)ccc2F)[C@H](CO)O1)NCc1ccccn1,-0.3
O=C(C[C@@H]1CC[C@H]2[C@@H](COC[C@@H](O)CN2Cc2cccc(F)c2)O1)NCCc1ccncc1,-1.0
O=C(C[C@H]1C=C[C@H](NC(=O)CCN2CCCCC2)[C@@H](CO)O1)NCc1ccc(Cl)c(Cl)c1,-1.6
CC=Cc1ccc2n(c1=O)C[C@@H]1[C@@H](CO)[C@H](C(=O)NCCc3ccccc3)N(C(=O)CC)[C@H]21 (mixture of isomers),-0.9
COc1ccccc1C#Cc1ccc2c(c1)O[C@@H](CN(C)Cc1cncnc1)[C@@H](C)CN([C@@H](C)CO)S2(=O)=O,2.6
C[C@H](CO)N1C[C@H](C)[C@@H](CN(C)C(=O)Cc2ccccn2)Oc2cc(C#Cc3ccccc3)ccc2S1(=O)=O,1.4
COc1ccc(S(=O)(=O)N(C)C[C@@H]2Oc3ccc(NC(=O)Cn4cnnn4)cc3CC(=O)N([C@@H](C)CO)C[C@@H]2C)cc1,1.0
CN(C)CC(=O)N[C@H]1C=C[C@H](CC(=O)NCc2ccc(Cl)cc2)O[C@@H]1CO,1.8
C[C@H](CO)N1C[C@H](C)[C@@H](CN(C)S(=O)(=O)c2ccc(Cl)cc2)Oc2ccc(NC(=O)c3ccncc3)cc2C1=O,-1.2
C[C@@H]1CN([C@@H](C)CO)C(=O)CCCn2cc(nn2)CO[C@H]1CN(C)C(=O)Nc1ccc2c(c1)OCCO2,-1.6
C[C@H]1CN([C@@H](C)CO)C(=O)c2cccc(NC(=O)Nc3cccc4ccccc34)c2O[C@@H]1CN(C)C(=O)NC1CCCCC1,-0.1
O=C(C[C@@H]1CC[C@H](NC(=O)c2ccc(F)cc2)[C@@H](CO)O1)NCCc1ccncc1,3.1
CNC[C@@H]1Oc2ncc(C#Cc3cccc(OC)c3)cc2C(=O)N([C@H](C)CO)C[C@@H]1C,-2.3
N#C[C@H]1[C@H](c2ccc(-c3cncnc3)cc2)[C@@H](CO)N1C(=O)CN1CCOCC1,-1.7
C[C@@H]1CCCCO[C@@H](CN(C)Cc2ccccc2)[C@@H](C)CN([C@H](C)CO)C(=O)c2cc(NC(=O)Cc3ccccc3)ccc2O1,-0.3
CO[C@H]1CC[C@H]2CCN(C)C(=O)[C@H](C)CN(C)C(=O)c3cccc(C#N)c3OC[C@H]1O2,2.2
O=C(CC(F)(F)F)N1C[C@@H]2[C@H](c3ccccc31)[C@@H](CO)N2C(=O)c1cccnc1,-2.8
C[C@@H]1CCCCO[C@@H](CN(C)S(=O)(=O)c2ccc(F)cc2)[C@H](C)CN([C@@H](C)CO)C(=O)c2cc(NS(=O)(=O)c3cn(C)cn3)ccc2O1,0.6
COCC#Cc1ccc2c(c1)O[C@H](CN(C)S(=O)(=O)c1ccc(OC)cc1)[C@H](C)CN([C@@H](C)CO)S2(=O)=O,-0.4
CC(C)NC(=O)Nc1ccc2c(c1)C(=O)N([C@H](C)CO)C[C@@H](C)[C@H](CN(C)Cc1ccccc1)OCCCC[C@@H](C)O2,-2.5
CO[C@H]1CN(C)C(=O)c2cc(NS(=O)(=O)c3ccccc3)ccc2OC[C@@H](C)N(Cc2cccnc2)C[C@@H]1C,-1.1
COCC#Cc1cnc2c(c1)C(=O)N([C@@H](C)CO)C[C@@H](C)[C@@H](CN(C)C(=O)Cc1ccncc1)O2,2.3
Cc1noc(C)c1S(=O)(=O)Nc1ccc2c(c1)CC(=O)N([C@H](C)CO)C[C@@H](C)[C@@H](CN(C)S(=O)(=O)c1cccs1)O2,1.1

# Some of the entries so far, with each value named.
COCC#Cc1ccc2c(c1)O[C@H](CN(C)S(=O)(=O)c1ccc(OC)cc1)[C@H](C)CN([C@@H](C)CO)S2(=O)=O
- BioA inh: -0.4

CC=Cc1ccc2n(c1=O)C[C@@H]1[C@@H](CO)[C@H](C(=O)NCCc3ccccc3)N(C(=O)CC)[C@H]21 (mixture of isomers)
- BioA inh: -0.9

C[C@@H]1CCCCO[C@@H](CN(C)S(=O)(=O)c2ccc(F)cc2)[C@H](C)CN([C@@H](C)CO)C(=O)c2cc(NS(=O)(=O)c3cn(C)cn3)ccc2O1
- BioA inh: 0.6

C[C@@H]1CCCCO[C@@H](CN(C)Cc2ccccc2)[C@@H](C)CN([C@H](C)CO)C(=O)c2cc(NC(=O)Cc3ccccc3)ccc2O1
- BioA inh: -0.3

# An excerpt from above in order of molecular weight, low to high.
SMILES,BioA inh
COCC#Cc1cnc2c(c1)C(=O)N([C@@H](C)CO)C[C@@H](C)[C@@H](CN(C)C(=O)Cc1ccncc1)O2,2.3
C[C@H](CO)N1C[C@H](C)[C@@H](CN(C)S(=O)(=O)c2ccc(Cl)cc2)Oc2ccc(NC(=O)c3ccncc3)cc2C1=O,-1.2
C[C@@H]1CCCCO[C@@H](CN(C)S(=O)(=O)c2ccc(F)cc2)[C@H](C)CN([C@@H](C)CO)C(=O)c2cc(NS(=O)(=O)c3cn(C)cn3)ccc2O1,0.6

# The list goes on.
SMILES,BioA inh
COc1ccc(-c2ccc3n(c2=O)C[C@@H]2[C@@H](CO)[C@H](C(=O)N(C)C)N(CC4CCCC4)[C@H]32)cc1,1.9
Cc1ccc(S(=O)(=O)Nc2ccc3c(c2)C(=O)N([C@H](C)CO)C[C@@H](C)[C@H](CN(C)S(=O)(=O)c2ccc(F)cc2)OCCCC[C@@H](C)O3)cc1,0.1
O=C(C[C@H]1CC[C@@H]2[C@H](COC[C@@H](O)CN2Cc2cc(F)ccc2F)O1)N[C@@H]1CCN(Cc2ccccc2)C1,1.6
CC(=O)N1[C@H](CO)[C@H](c2ccccc2)[C@H]1CN(CC(C)C)C(=O)c1ccccn1,-2.7
C[C@@H]1CN([C@@H](C)CO)C(=O)c2cc(N(C)C)ccc2O[C@@H](C)CCCCO[C@H]1CN(C)C(=O)CCC(F)(F)F,0.1
Cc1noc(C)c1NC(=O)N(C)C[C@H]1OCCCC[C@@H](C)Oc2ccc(N(C)C)cc2C(=O)N([C@@H](C)CO)C[C@@H]1C,-0.7
CO[C@H]1CN(C)C(=O)c2ccc(NS(=O)(=O)c3ccccc3C)cc2OC[C@@H](C)N(C)C[C@H]1C,-1.3
C/C=C/c1ccc([C@H]2[C@@H](CO)N(S(=O)(=O)c3cccc(F)c3)[C@H]2C#N)cc1,0.6
COCC(=O)N1CCCCN2[C@H](CO)[C@H](c3ccc(-c4ccc(C)cc4)cc3)[C@H]2C1,-1.6
CC(C)(C)[S@](=O)N1Cc2cc(C(=O)N3CCCCC3)nc(-c3cccc(-c4ccc(C#N)cc4)c3)c2[C@@H]1CCO,1.2
C[C@H]1CCCCO[C@@H](CN(C)S(=O)(=O)c2ccccc2)[C@@H](C)CN([C@@H](C)CO)C(=O)c2cc(NC(=O)Cc3ccccc3)ccc2O1,-3.5
CNC(=O)C[C@H]1CC[C@@H]2[C@H](COc3ccc(NC(=O)C(C)C)cc3C(=O)N2C)O1,-1.2
C[C@@H]1CN([C@@H](C)CO)C(=O)c2cc(NC(=O)Cc3ccccc3)ccc2O[C@H]1CN(C)Cc1ccc(C(=O)O)cc1,-1.2
COc1ccc(CN(C)C[C@H]2OCCCC[C@@H](C)Oc3ccc(NS(=O)(=O)c4cn(C)cn4)cc3C(=O)N([C@H](C)CO)C[C@@H]2C)cc1,-1.9
O=C(C[C@H]1C[C@H]2c3cc(NC(=O)NC4CCCC4)ccc3O[C@H]2[C@@H](CO)O1)NCC(F)(F)F,-1.9
CO[C@H]1CN(C)C(=O)c2cc(NC(=O)c3ccccc3)ccc2OC[C@H](C)N(C(=O)C2CC2)C[C@@H]1C,-1.2
CO[C@@H]1CN(C)C(=O)c2ccc(NC(=O)C3CC3)cc2OC[C@H](C)N(C(=O)C2CCCCC2)C[C@H]1C,0.4
C[C@@H]1CN([C@@H](C)CO)C(=O)c2cc(NC(=O)NC3CCCCC3)ccc2O[C@@H](C)CCCCO[C@@H]1CN(C)S(=O)(=O)c1ccc(F)cc1,1.1
N#C[C@H]1[C@H](c2ccc(-c3ccccc3)cc2)[C@@H](CO)N1C(=O)Cc1ccccc1,-1.0
Cc1ccc(S(=O)(=O)N(C)C[C@H]2OCCCC[C@@H](C)Oc3ccc(N(C)C)cc3C(=O)N([C@@H](C)CO)C[C@@H]2C)cc1,-0.1
C[C@H]1CN([C@@H](C)CO)S(=O)(=O)c2ccc(-c3ccccc3)cc2O[C@H]1CN(C)C(=O)c1ccc2c(c1)OCO2,2.5
C[C@@H]1CN([C@H](C)CO)S(=O)(=O)c2ccc(-c3ccccc3)cc2O[C@H]1CN(C)Cc1ccncc1,2.8
C[C@@H]1CN([C@@H](C)CO)C(=O)c2cccc(NS(=O)(=O)c3cn(C)cn3)c2O[C@@H]1CN(C)C(=O)Nc1ccc2c(c1)OCO2,-1.9
C[C@@H]1CCCCO[C@@H](CN(C)C(=O)CCCN(C)C)[C@@H](C)CN([C@@H](C)CO)C(=O)c2cc(N(C)C)ccc2O1,6.1
C[C@@H]1CN([C@@H](C)CO)C(=O)c2cc(NS(=O)(=O)c3ccc(Cl)cc3)ccc2O[C@H]1CN(C)Cc1ccc(Oc2ccccc2)cc1,-1.6
# New compounds follow
SMILES,BioA inh
CCCc1cn(CC[C@@H]2CC[C@H](NC(=O)Nc3ccccc3F)[C@@H](CO)O2)nn1,2.8
C[C@@H]1CN([C@H](C)CO)C(=O)c2cc(-c3ccccc3)cnc2O[C@@H]1CN(C)C(=O)c1ccccc1F,5.2
C[C@@H]1CN([C@@H](C)CO)C(=O)c2cc(NC(=O)NC3CCCCC3)ccc2O[C@H]1CN(C)Cc1ccccc1,-1.0
C[C@H]1CN([C@@H](C)CO)S(=O)(=O)c2ccc(-c3ccccc3F)cc2O[C@@H]1CN(C)C(=O)C1CC1,3.8
C[C@H]1CN([C@@H](C)CO)C(=O)c2cccc(NS(=O)(=O)c3cccs3)c2O[C@@H]1CN(C)Cc1ccc(-c2ccccc2)cc1,-2.9
CCCN(C)C[C@H]1OCCCC[C@@H](C)Oc2ccc(NC(=O)NC(C)C)cc2C(=O)N([C@@H](C)CO)C[C@H]1C,-1.1
C[C@@H]1CCCCO[C@H](CN(C)Cc2ccc(C(=O)O)cc2)[C@@H](C)CN([C@H](C)CO)C(=O)c2cc(NC(=O)Nc3ccc(C(F)(F)F)cc3)ccc2O1,-0.9
N#Cc1cccc(-c2ccc([C@@H]3[C@@H](CO)N4CCCCN(C(=O)Cc5cccnc5)C[C@H]34)cc2)c1,-0.1
CC(C)C#Cc1ccc2c(c1)O[C@H](CN(C)C(=O)c1cccnc1)[C@@H](C)CN([C@@H](C)CO)S2(=O)=O,2.3
CC(C)CC#Cc1ccc2c(c1)O[C@@H](CN(C)C(=O)C1CCC1)[C@H](C)CN([C@@H](C)CO)S2(=O)=O,-0.7
O=C(C[C@H]1C[C@H]2c3cc(NC(=O)CC4CC4)ccc3O[C@H]2[C@H](CO)O1)NCCN1CCCCC1,2.5
CNC(=O)C[C@H]1CC[C@@H]2[C@H](COc3ccc(NC(=O)c4cc(F)cc(F)c4)cc3C(=O)N2C)O1,5.0
CNC[C@@H]1Oc2c(NS(=O)(=O)c3ccc(C)cc3)cccc2C(=O)N([C@H](C)CO)C[C@H]1C,-0.4
CO[C@@H](CN(C)Cc1cc(F)ccc1F)[C@@H](C)CN([C@@H](C)CO)S(=O)(=O)c1ccc(Cl)cc1,1.6
CC(C)NC(=O)N(C)C[C@H]1OCCCC[C@@H](C)Oc2ccc(NC(=O)c3ccccc3)cc2C(=O)N([C@H](C)CO)C[C@H]1C,0.6
C[C@@H]1CCCCO[C@H](CN(C)Cc2ccc(C(F)(F)F)cc2)[C@@H](C)CN([C@@H](C)CO)C(=O)c2cc(NC(=O)Nc3ccc4c(c3)OCO4)ccc2O1,-0.7
C[C@@H]1CN([C@@H](C)CO)C(=O)Cc2cc(NS(=O)(=O)c3ccccc3)ccc2O[C@H]1CN(C)CC1CCCCC1,0.2
C[C@@H]1CCCCO[C@H](CN(C)C(=O)Nc2ccccc2)[C@@H](C)CN([C@@H](C)CO)C(=O)c2cc(NS(C)(=O)=O)ccc2O1,-2.0
C[C@H](CO)N1C[C@H](C)[C@H](CN(C)S(=O)(=O)c2ccc(F)cc2)OCc2ccccc2-c2c(n(C)c3ccccc23)C1=O,-0.5
O=S(=O)(c1ccccc1F)N1CCCCN2[C@@H](CO)[C@@H](c3ccc(-c4cncnc4)cc3)[C@@H]2C1,-0.3
C[C@H](CO)N1C[C@H](C)[C@H](CN(C)C(=O)NC2CCCCC2)Oc2ccc(NC(=O)CCC(F)(F)F)cc2C1=O,-0.1
CO[C@@H]1CN(C)C(=O)c2cc(NC(=O)C3CCC3)ccc2OC[C@@H](C)N(C(=O)Nc2ccc(C(F)(F)F)cc2)C[C@H]1C,1.0
COc1ccc(NC(=O)N(C)C[C@H]2Oc3ccc(NC(=O)c4ccncc4)cc3CC(=O)N([C@H](C)CO)C[C@@H]2C)cc1,-1.6
O=C(C[C@H]1CC[C@H](NC(=O)C2CC2)[C@H](CO)O1)NC1CCC1,-0.2
CC(C)NC(=O)N(C)C[C@@H]1OCCCC[C@H](C)Oc2ccc(NS(=O)(=O)c3ccc(F)cc3)cc2C(=O)N([C@H](C)CO)C[C@@H]1C,3.3
CC(=O)NC[C@@H]1[C@@H](c2ccc(-c3cccnc3)cc2)[C@H](CO)N1C(=O)C1CC1,8.3
CC(C)CC#Cc1ccc2c(c1)O[C@@H](CN(C)C(=O)Cc1ccccn1)[C@@H](C)CN([C@@H](C)CO)S2(=O)=O,1.4
COCC(=O)Nc1ccc2c(c1)C(=O)N(C)[C@H]1CC[C@@H](CC(=O)NCc3ccccc3Cl)O[C@H]1CO2,6.0
